Source: PubChem
RGS4 inhibitor: Inhibitors of Regulator of G Protein Signaling (RGS) 4: qHTS; Regulator of G-protein signaling 4 (Homo sapiens), P49798; Transcreener GDP fluorescence polarization, RGS4-accelerated GTP hydrolysis; Potency, µM (highest dose often 114 µM), without a hit: at the top dose activity change, negative = inhibition, usual class: inhibitors; 390,000 compounds, 0.039% hits; note: potency is the fitted concentration of half-maximal effect; % is set by controls: 0 for no effect and ±100 for the full control effect; nearly all actives have a fitted effect of over 75% in size; some results filed as inactive show a strong effect at the top dose
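MLSMR compounds (23 nl, pin-transferred) preincubated 10 min at room temperature with a 500nM (2x) first reagent, then RGS4 at 900nM (2x) plus Transcreener GDP mix added; fluorescence polarization (620/688 nm) read before and after 90 min at 30 °C.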
Vif-APOBEC3F blk: qHTS for Inhibitors of Vif-A3F Interactions: qHTS; Potency, µM (series often up to 46.1 µM), inactives show at the highest dose activity, negative = active; AID 602313, 2012; HeLa A3F-eYFP + Vif (tagged APOBEC3F with the HIV-1 protein that degrades it), YFP fluorescence increase; 390,000 compounds, 0.2% hits; note: potency is the fitted concentration of half-maximal effect; % of control where 0% means no effect; nearly all actives have a fitted effect of over 65% in size
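Fluorescence increase (Ex 488/Em 500-530) after overnight compound treatment at 37 deg C flags inhibition of Vif-driven A3F-eYFP loss in stable HeLa A3F-eYFP/Vif cells seeded overnight beforehand.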
D2 antagonist: HTS Assay for Allosteric Antagonists of the Human D2 Dopamine Receptor: Primary Screen for Antagonists; D(2) dopamine receptor (Homo sapiens), P14416; HEK293 TREx D2 cells, calcium flux, dopamine EC80; inhibition, % at 10 µM; 340,000 compounds, 2% hits; AID 485344, 2010; in the data active = inhibition above about 30%; note: 0% is about no effect
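In this primary screen, negative modulation is detected by tracking calcium flux after an EC80 dopamine challenge in inducible HEK293 T-REx D2 cells preexposed to test compound for 180 s.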
Vif-A3G inh: qHTS for Inhibitors of Vif-A3G Interactions: qHTS. HeLa A3G-eYFP + Vif (tagged APOBEC3G with the HIV-1 protein that degrades it), YFP fluorescence, overnight. 410,000 compounds, 0.076% hits. Potency, µM (highest dose often 46.1 µM), without a hit: top-dose activity, negative = active, most hits filed as inhibitors;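 note: potency is the fitted concentration of half-maximal effect; % is set by controls: 0 for no effect and ±100 for the full control effect; nearly all actives have a fitted effect of over 60% in size; hits raise eYFP signal because A3G escapes Vif-driven loss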
Target sequence (Q9HC16 whole entry, looked up): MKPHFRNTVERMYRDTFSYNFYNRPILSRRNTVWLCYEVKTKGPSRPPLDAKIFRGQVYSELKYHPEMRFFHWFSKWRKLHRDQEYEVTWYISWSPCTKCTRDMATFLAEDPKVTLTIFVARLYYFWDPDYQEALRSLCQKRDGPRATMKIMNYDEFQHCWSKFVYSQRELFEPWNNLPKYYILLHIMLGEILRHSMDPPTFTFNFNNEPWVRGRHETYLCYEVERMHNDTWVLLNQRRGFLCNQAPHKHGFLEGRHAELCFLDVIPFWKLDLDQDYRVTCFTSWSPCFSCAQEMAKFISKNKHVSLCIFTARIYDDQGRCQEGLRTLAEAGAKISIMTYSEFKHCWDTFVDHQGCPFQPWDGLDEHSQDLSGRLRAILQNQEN
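Read-out is eYFP fluorescence (Ex 488/Em 500-530) from Vif-expressing HeLa A3G-eYFP cells; more signal means A3G escaped Vif-mediated degradation. Cells plated overnight, compound pinned in, incubated overnight at 37 deg C.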
12-LOX inh: Primary qHTS assay for inhibitors of human arachidonate 12S-lipoxygenase (ALOX12): Round 2; Polyunsaturated fatty acid lipoxygenase ALOX12 (Homo sapiens), P18054; purified 12hLO, xylenol orange hydroperoxide absorbance; Potency, µM (top dose mostly 108 µM), inactives show top-dose activity change, negative = inhibition, most hits filed as inhibitors; 580,000 compounds, 1.1% hits; note: potency is the fitted concentration of half-maximal effect; % is set by controls: 0 for no effect and ±100 for the full control effect
Target sequence (P18054 whole entry, looked up): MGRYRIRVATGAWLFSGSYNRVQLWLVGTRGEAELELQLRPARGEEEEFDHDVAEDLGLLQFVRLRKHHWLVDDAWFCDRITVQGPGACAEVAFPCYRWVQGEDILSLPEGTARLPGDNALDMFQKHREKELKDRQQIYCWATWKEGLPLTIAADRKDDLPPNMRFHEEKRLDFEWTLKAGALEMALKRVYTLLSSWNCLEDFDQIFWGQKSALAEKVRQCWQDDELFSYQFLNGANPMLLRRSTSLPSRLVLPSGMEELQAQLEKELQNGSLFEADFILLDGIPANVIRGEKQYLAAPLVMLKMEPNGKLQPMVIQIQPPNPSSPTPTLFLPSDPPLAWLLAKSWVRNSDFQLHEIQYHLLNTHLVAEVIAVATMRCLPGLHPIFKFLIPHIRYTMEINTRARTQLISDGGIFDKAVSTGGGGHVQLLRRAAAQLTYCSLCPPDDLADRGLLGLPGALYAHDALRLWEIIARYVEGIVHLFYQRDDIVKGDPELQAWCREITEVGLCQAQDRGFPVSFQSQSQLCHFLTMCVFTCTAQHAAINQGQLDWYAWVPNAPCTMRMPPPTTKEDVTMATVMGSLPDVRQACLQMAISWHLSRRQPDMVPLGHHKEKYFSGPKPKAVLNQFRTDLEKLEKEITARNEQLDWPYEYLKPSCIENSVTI
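Hydroperoxide product was detected by ferrous iron/xylenol orange as the 573 to 405 nm absorbance ratio. Arachidonic acid at 40 uM (final) was turned over for 30 min at room temperature by 150 nM human 12hLO, pH 7.0 Hepes buffer, after 15 min compound preincubation.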
ERG Ets-DNA blk: qHTS for Small Molecule Inhibitors of the ERG Ets/DNA interaction. fluorescence polarization, His-ERG Ets domain / labelled DNA. Potency, µM (series often up to 76.9 µM), for inactives: at the top dose FP activity, negative = inhibition, usual class: inhibitors. 370,000 compounds, 0.028% hits. AID 624246, 2012; active = well fitted inhibition curve with a large enough effect in the polarisation, with a control signal flat; inconclusive = small, poorly fitted or top-dose-only effect, or effect the other way, or a change in a side signal; inactive = no such curve, though single readings can be large or run the other way; the % refers to the polarisation;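 note: polarization taken with two DNA probes labelled with fluorescein and Texas red; potency is the fitted concentration of half-maximal effect; % of control where 0% means no effect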
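His-tagged ERG Ets domain (1 uM in the protein solution; 300mM KCl, 50mM Tris-HCl, 1mM EDTA, 1mM DTT, pH 7.5) received compound, then a probe mix of 5 nM fluorescein-DNA and 100nM Texas-615-DNA. Fluorescence polarization was read for both dyes.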
D2 agonist: HTS Assay for Allosteric Agonists of the Human D2 Dopamine Receptor: Primary Screen for Agonists; D(2) dopamine receptor (Homo sapiens), P14416; HEK293 T-REx D2 cells, calcium flux agonist mode; activation, % at 2 µM; 340,000 compounds, 0.53% hits; AID 485358, 2010;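 active = activation over 3 SD above normal in the single-dose calcium agonist read, cut at about 30% in these data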; note: 0% is about no effect
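HEK293 Trex D2 cells, tetracycline-induced, o/n 30 C 5% CO2; no-wash Ca dye, RT 30–90 min; 10-cycle baseline, 23 nl cpd added, kinetic Ca read 180 s; agonist hits = positive Ca response.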
LDHA block: qHTS assay for inhibitors of human lactate dehydrogenase | purified LDHA, NADH/diaphorase-resazurin fluorescence; active compounds read low | AID 1347041, 2019 | activity change, % (values are at about 110 or 230 µM) | 480,000 compounds, 0.15% hits; in the data active = activity change below about -30%; inconclusive = mostly about -25% to -30%;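 note: plate controls were DMSO wells for no effect and wells without enzyme for full effect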
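Human LDH5 (2 nM) was incubated with 0.06 mM NADH and 0.2 mM pyruvate for 5 min at room temperature in Tris pH 7.4. Remaining NADH was coupled through diaphorase/resazurin, and resorufin fluorescence was read at 0 and 20 min.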
GRP78 ERSR act: qHTS for Inducers of the Endoplasmic Reticulum Stress Response (ERSR) in Human Glioma: qHTS | U87-MG GRP78 promoter luciferase reporter, 16 h | Potency, µM, for inactives: top-dose activation, most hits filed as activators | 420,000 compounds, 0.02% hits | AID 602332, 2012; note: potency is the fitted concentration of half-maximal effect; series mostly up to about 76 µM; % of control where 0% means no effect; nearly all actives have a fitted effect of over 35% in size
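ERSR induction read as luciferase luminescence (Bright-Glo, 10 min at room temperature) in stably transfected human U87-MG glioma cells exposed to compounds for 16 h, using GRP78 as sensor.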
* hit, by the source's call; i = inactive; ? = inconclusive; . = no result given; & = joins results of further samples; [ ] = dose if it differs, or a comment. Unless noted, calls come from the whole dose curve; as a rule, active = well fitted curve in the direction sought with a large enough effect; inconclusive = small, poorly fitted or top-dose-only effect, or another doubt; inactive = no such curve, though single readings can be large; an effect the other way counts as inactive or inconclusive. Some of the compounds tested. The share of hits here may be higher or lower than overall.

SMILES	RGS4 inhibitor	Vif-APOBEC3F blk	D2 antagonist	Vif-A3G inh	12-LOX inh	ERG Ets-DNA blk	D2 agonist	LDHA block	GRP78 ERSR act
O=C(Nc1ccc(F)cc1F)c1cc(S(=O)(=O)N2CCCCC2)c[nH]1	12%	-7%	.	?	-20%	1%	-0.9	-2	-5%
CC1(C)C(=O)OC(c2cccn2-c2ccc([N+](=O)[O-])cc2)C2(CCCCC2)C1=O (centres undefined)	-16%	0%	-28	1%	-3%	-3%	0.9	-1	-3%
O=Cc1c(F)cccc1N1CCCC1	-9%	14%	.	-1%	0%	-1%	.	1	-1%
CC(C)COC(=O)N1CCCCC1c1cc(C(=O)NC(C)C)no1 (centres undefined)	.	.	.	1%	4%	.	.	-8	-1%
COc1cc(NC(=O)c2c(F)c(F)c(OC)c(F)c2F)ccc1NC(=O)c1cccs1	0%	-22%	-3	-10%	i	5%	0.1	-1	-2%
CCCCC(NC(C)=O)c1nc2ccccc2n1CCC (centres undefined)	4%	0%	5	-1%	?	-13%	0.0	-14	-1%
Cc1ccc(C)c(Cn2nnc3c(=O)[nH]c(C4CCCN(C(=O)C5CCCCC5)C4)nc32)c1 (centres undefined)	23%	1%	-5	2%	-12%	0%	-0.4	1	-7%
Cc1ccc(NC(=S)NNc2ccc([N+](=O)[O-])cc2S(=O)(=O)Nc2ccccc2C(=O)O)cc1C	-53%	-7%	-13	3%	10µM*	-10%	-2.0	14	-4%
O=C(O)c1oc2ccccc2c1CSCc1ccccc1	-6%	1%	-13	-4%	-30%	-12%	-0.6	-5	-3%
C=CCn1c(COc2ccccc2)nnc1SCC(=O)N/N=C/c1ccc(C)cc1	-21%	1%	.	0%	-17%	-5%	.	-6	3%
COc1cccc(NC(=O)c2cnc(SC)nc2)c1	-6%	?	16	-5%	?	-2%	1.2	0	10%
O=C(Cn1cnc2ccccc2c1=O)NCc1ccco1	-20%	0%	3	-3%	-21%	1%	0.0	-5	-5%
c1ccc(NCc2nc3ccccc3n2CCOc2ccccc2)cc1	11%	2%	17	-1%	-13%	-3%	-1.1	-6	7%
CC1=C(C(=O)OCCOc2ccccc2)C(c2coc3ccccc3c2=O)C2=C(CCCC2=O)N1 (centres undefined)	-3%	1%	-21	-1%	-3%	-5%	0.6	0	-1%
Cc1ccc(C(=O)C2CCNCC2)cc1	-24%	5%	-4	1%	-8%	-9%	-0.6	-9	-5%
CCC(=O)Nc1cccc(Br)c1	1%	-8%	2	0%	165%[activator]	-3%	0.4	-4	-2%
CCN(CC)CCCn1c2c(c(SCC(=O)Nc3ccc4c(c3)OCCO4)nc1=O)CCC2	-23%	1%	4	1%	?	-4%	-0.3	-5	-4%
Cn1c(NCC2CCCO2)nc2c1c(=O)n(Cc1ccccc1)c(=O)n2C (centres undefined)	-10%	-2%	-7	3%	-14%&-5%	.	1.2	7&-11	-1%
COc1ccc(S(=O)(=O)Nc2c3ccccc3nc(=O)n2-c2ccccc2)cc1	-9%	2%	-11	2%	1%	2%	0.4	-1	-3%
COc1ccc(O)c(/C=N/NC(=S)NCCc2ccccc2)c1	2%	0%	11	7%	?	7%	-1.8	-5	-6%
COc1ccccc1OCC(=O)Nc1ccc2c(c1)n(C)c(=O)n2C	0%	-14%	1	-9%	4%	5%	0.6	4	6%
CCc1ccc(NC(=O)Cn2ncc3c4ccccc4n(C)c3c2=O)cc1	-24%[11.4 µM]	-2%&0%	-3	-7%&2%	-7%&-31%	-10%&-1%	0.1&-0.2	-2&-1	-7%&-4%
COC(=O)c1cc2c(C)c(C)c3ccccn3c-2c1C(=O)OC	-22%	?	0	-7%	0%	-12%	1.8	6	2%
COc1ccc(C(=O)COc2ccc(C)cc2NC(C)=O)cc1	26%	3%	0	1%	148%[activator]	-1%	-1.4	-9	-1%
O=C(Nc1ccccc1N1CCOCC1)C1=COCCO1	?	-2%	-8	0%	-25%	-5%	-0.4	-6	-3%
CCC(C)NC(=O)Cn1c(=O)sc2ccccc21 (centres undefined)	8%	-24%	-1	-7%	18%	4%	-1.3	-6	-2%
Cc1ccc(C(=O)COC(=O)c2cnccn2)cc1[N+](=O)[O-]	-17%	2%	-16	-1%	27%	10%	2.1	-3	-3%
COCCNC(=O)c1onc(CSc2ccccc2C)c1C(=O)O	-1%	-1%	-10	-7%	-28%	-16%	0.3	-4	-3%
CCOC(=O)C1=C(c2ccccc2)NC(=S)NC1c1ccc(C)c([N+](=O)[O-])c1 (centres undefined)	?	-11%	7	-1%	-4%	.	-0.9	-6	-4%
CC(C)CC(OC(=O)c1ccco1)C(=O)NC1CCCCC1 (centres undefined)	-28%	-10%	20	0%	0%	10%	1.0	-3	-1%
Cn1c(=O)[nH]c(=O)c2c1nc(N1CCc3ccccc3C1)n2CCSc1nc2ccccc2s1	7%	-3%	-8	-3%	0%	1%	3.3	3	-4%
N#Cc1cc2cc3c(cc2nc1Cl)OCCO3	.	6%	.	2%	1%	.	.	2	-10%
COc1cccc(C2=CC(c3ccc(OC)c(OC)c3OC)n3ncnc3N2)c1 (centres undefined)	-12%	-5%	.	-20%	9%	-15%	-0.7	4	-1%
COCCNC(=O)C1CCCN(C(=O)c2ccc(SC(F)(F)F)cc2)CC1 (centres undefined)	.	.	.	-2%	-16%	.	.	-7	-4%
CN1C(=O)c2ccccc2Sc2ccc(NC(=O)NCc3ccccc3Br)cc21	?	-1%	.	-2%	0%	2%	-1.3	1	-7%
O=S(=O)(Cc1cc(Oc2ccccc2)nc(-c2ccccc2)n1)c1ccccc1	-4%	-8%	12	4%	61%	0%	0.6	0	0%
Cc1cc(=O)n2cc(-c3ccccc3)nc2[nH]1	-19%	-4%	-5	1%	-15%	-8%	0.4	0	1%
Cc1c(NC(=O)Cc2noc3ccccc23)cccc1[N+](=O)[O-]	-1%	23%	1	3%	6%	-9%	-0.2	-4	-3%
CC1CCN(S(=O)(=O)c2cc(F)ccc2CN2C(=O)c3cccnc3C2=O)CC1	8%	-5%	9	3%	?	-9%	0.2	1	-1%
CCOc1ccccc1C(=S)NC1CCCCC1	-31%	-9%	-14	0%	?	2%	1.0	-3	-5%

9 neighbouring records already listed, quoted:
SMILES	RGS4 inhibitor	Vif-APOBEC3F blk	D2 antagonist	Vif-A3G inh	12-LOX inh	ERG Ets-DNA blk	D2 agonist	LDHA block	GRP78 ERSR act
COc1ccccc1OCC(=O)Nc1ccc2c(c1)n(C)c(=O)n2C	0%	-14%	1	-9%	4%	5%	0.6	4	6%
CCc1ccc(NC(=O)Cn2ncc3c4ccccc4n(C)c3c2=O)cc1	-24%[11.4 µM]	-2%&0%	-3	-7%&2%	-7%&-31%	-10%&-1%	0.1&-0.2	-2&-1	-7%&-4%
COC(=O)c1cc2c(C)c(C)c3ccccn3c-2c1C(=O)OC	-22%	?	0	-7%	0%	-12%	1.8	6	2%
COc1ccc(C(=O)COc2ccc(C)cc2NC(C)=O)cc1	26%	3%	0	1%	148%[activator]	-1%	-1.4	-9	-1%
O=C(Nc1ccccc1N1CCOCC1)C1=COCCO1	?	-2%	-8	0%	-25%	-5%	-0.4	-6	-3%
CCC(C)NC(=O)Cn1c(=O)sc2ccccc21 (centres undefined)	8%	-24%	-1	-7%	18%	4%	-1.3	-6	-2%
Cc1ccc(C(=O)COC(=O)c2cnccn2)cc1[N+](=O)[O-]	-17%	2%	-16	-1%	27%	10%	2.1	-3	-3%
COCCNC(=O)c1onc(CSc2ccccc2C)c1C(=O)O	-1%	-1%	-10	-7%	-28%	-16%	0.3	-4	-3%
CCOC(=O)C1=C(c2ccccc2)NC(=S)NC1c1ccc(C)c([N+](=O)[O-])c1 (centres undefined)	?	-11%	7	-1%	-4%	.	-0.9	-6	-4%
